# Screens from PubChem.
# TR SRC2 fluor cs = Total Fluorescence Counterscreen for Inhibitors of the Interaction of Thyroid Hormone Receptor and Steroid Receptor Coregulator 2 | TRb/SRC2 Texas Red total fluorescence interference | Potency, µM (top dose mostly 106 µM), for the others: at the highest dose fluorescence change, negative = quenching | 280,000 compounds, 0.29% hits | AID 1479, 2009; active means well fitted curve in either direction with a large enough effect; inconclusive means small, poorly fitted or top-dose-only effect
#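 Human TRβ ligand-binding domain (0.6 uM) and Texas Red SRC2 peptide (20 nM) in Tris buffer with 1 uM T3 and 5% DMSO were incubated with pinned compound for 5 hr at ambient temperature. Total fluorescence was computed as S + 2P (555/632 nm).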
# ALDH1A1 inh = qHTS Assay for Inhibitors of Aldehyde Dehydrogenase 1 (ALDH1A1); Aldehyde dehydrogenase 1A1 (Homo sapiens), P00352; Purified ALDH1A1, NADH fluorescence, propionaldehyde substrate; Potency, µM (series often up to 75.3 µM), for inactives: top-dose activity, negative = inhibition, hits mostly inhibitors; 220,000 compounds, 7.3% hits; active means well fitted inhibition curve with a large enough effect, not every such curve was filed as active; inconclusive means small, poorly fitted or top-dose-only effect, or another doubt; inactive means no such curve, though single readings can be large or run the other way;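 further: plate controls were no enzyme wells and a reference inhibitor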
# Target sequence (P00352 whole entry, looked up): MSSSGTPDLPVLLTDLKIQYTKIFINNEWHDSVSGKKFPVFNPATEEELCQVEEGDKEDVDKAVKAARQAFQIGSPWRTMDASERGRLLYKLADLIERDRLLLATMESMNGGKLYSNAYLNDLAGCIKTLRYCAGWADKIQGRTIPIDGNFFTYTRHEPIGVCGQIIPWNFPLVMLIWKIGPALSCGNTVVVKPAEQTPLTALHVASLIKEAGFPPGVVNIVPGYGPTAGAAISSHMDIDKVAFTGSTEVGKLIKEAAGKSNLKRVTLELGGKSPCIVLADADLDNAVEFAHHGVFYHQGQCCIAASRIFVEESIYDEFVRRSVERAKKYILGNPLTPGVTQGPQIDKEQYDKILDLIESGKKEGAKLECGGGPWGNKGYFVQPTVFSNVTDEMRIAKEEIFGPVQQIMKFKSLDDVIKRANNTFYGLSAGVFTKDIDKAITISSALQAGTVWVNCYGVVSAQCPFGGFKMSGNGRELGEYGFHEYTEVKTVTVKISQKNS
# TRb-SRC2 inh = qHTS for Inhibitors of the Interaction of Thyroid Hormone Receptor and Steroid Receptor Coregulator 2; Thyroid hormone receptor beta (Homo sapiens), P10828; TRbeta-SRC2 peptide binding, fluorescence polarization; receptor liganded with 1 µM T3; Potency, µM (doses to about 106 µM), inactives show top-dose activity change, negative = inhibition, hits mostly inhibitors; 280,000 compounds, 0.065% hits;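 further: plate controls were bound peptide for no effect and peptide without receptor for full effect; nearly all actives have a fitted effect of over 50% in size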
#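 Read-out is fluorescence polarization (555 nm excitation, 632 nm emission) of a Texas Red SRC2 coactivator peptide; loss of signal reflects blocked binding to human TRb ligand-binding domain in the presence of 1 uM T3.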
# Tau fibril FP = qHTS for Inhibitors of Tau Fibril Formation, Fluorescence Polarization. Potency, µM (series often up to 57.7 µM), inactives show at the top dose activity, negative = inhibition, hits mostly inhibitors. K18 P301L tau heparin fibrillization, Alexa594 FP, 6 h. AID 1468, 2008. Microtubule-associated protein tau (Homo sapiens), P10636. 280,000 compounds, 0.39% hits; further: nearly all actives have a fitted effect of over 55% in size
# Target sequence (P10636 561-689 P618L limits assumed): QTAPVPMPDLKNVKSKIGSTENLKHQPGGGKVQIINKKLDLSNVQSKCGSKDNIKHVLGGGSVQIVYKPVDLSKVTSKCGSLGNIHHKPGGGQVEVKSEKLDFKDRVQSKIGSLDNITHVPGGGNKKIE
#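 Quantitative HTS format: compounds meet 15 uM recombinant K18 P301L tau and Alexa 594-tau tracer in 100 mM sodium acetate pH 7; 20 uM heparin triggers fibrillization at 37 C over 6 hr; FP gives the signal.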
# Tau ThT inhib = qHTS for Inhibitors of Tau Fibril Formation, Thioflavin T Binding | recombinant tau K18 P301L, heparin-induced fibrillization, ThT fluorescence | Potency, µM (top dose mostly 57.4 µM), without a hit: at the top dose activity, negative = inhibition, hits mostly inhibitors | 270,000 compounds, 2.1% hits | AID 1460, 2008; further: nearly all actives have a fitted effect of over 55% in size
#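 ThT emission at 510 nm, taken 1 hr after adding 30 uM dye, quantifies aggregates formed when 20 uM heparin acts on human tau K18 P301L for 6 hr at 37 C.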
# L3MBTL1 block = qHTS Assay for the Inhibitors of L3MBTL1 | AlphaScreen L3MBTL1–H3K9me1 peptide binding | Potency, µM (doses to about 57.1 µM), without a hit: top-dose activity, negative = inhibition, actives largely listed as inhibitors | Lethal(3)malignant brain tumor-like protein 1 (Homo sapiens), Q9Y468 | AID 485360, 2010 | 230,000 compounds, 0.66% hits; further: nearly all actives have a fitted effect of over 60% in size
#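 L3MBTL1 (50 nM) pre-complexed 30 min with biotinylated H3(1-15)K9me1 peptide (75 nM), then compounds added for 30 min at room temperature; AlphaScreen streptavidin donor/nickel chelate acceptor beads (10 ug/mL final) read after 30 min dark incubation.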
# aGal spleen mod = qHTS Assay for Inhibitors and Activators of Human alpha-Galactosidase From Spleen Homogenate. Alpha-galactosidase A (Homo sapiens), P06280. human spleen homogenate, 4MU-alpha-Gal fluorescence, 40 min. Potency, µM (top dose mostly 80 µM), for the others: top-dose activity change, negative = inhibition, most hits filed as inhibitors. 240,000 compounds, 0.008% hits. AID 2107, 2009;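 further: 0% = enzyme with vehicle and -100% = no enzyme basal signal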
# Target sequence (P06280 32-429 limits assumed): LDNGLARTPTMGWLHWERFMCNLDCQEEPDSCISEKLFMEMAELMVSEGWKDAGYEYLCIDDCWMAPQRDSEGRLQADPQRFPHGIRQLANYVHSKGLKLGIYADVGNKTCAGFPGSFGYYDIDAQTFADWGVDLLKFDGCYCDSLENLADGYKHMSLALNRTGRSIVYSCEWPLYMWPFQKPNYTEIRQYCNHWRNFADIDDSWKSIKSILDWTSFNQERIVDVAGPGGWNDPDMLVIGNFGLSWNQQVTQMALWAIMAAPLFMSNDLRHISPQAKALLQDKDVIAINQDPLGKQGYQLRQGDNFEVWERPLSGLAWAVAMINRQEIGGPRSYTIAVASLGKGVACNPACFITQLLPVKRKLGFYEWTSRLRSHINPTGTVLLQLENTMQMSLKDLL
#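 Spleen homogenate 1 ug + cpd (titration) + 4-MU-alpha-D-galactopyranoside 1 mM; 37C 40 min; 50 mM citrate/phosphate pH 5.0, 0.01% Tween-20; stop pH 10; fluorescence 365/440; AC50 via Hill.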
# Tau fluor counter = Counterscreen qHTS for Inhibitors of Tau Fibril Formation, Fluorescence Polarization | Potency, µM (titrated, usually from 57.7 µM), inactives show at the highest dose activity change, negative = decrease | tau K18 P301L Alexa594 fluorescence, heparin fibrillization | 280,000 compounds, 0.93% hits | AID 1463, 2008; further: nearly all actives have a fitted effect of over 55% in size
#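 Human tau K18 P301L (15 uM unlabeled, 0.24 uM Alexa 594-labeled) in 100 mM sodium acetate pH 7 with 20 uM heparin, 6 hr at 37 C. ThT 30 uM added, 1 hr ambient; Alexa 594 FP and total fluorescence read at 555/632 nm.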
# Active calls of the source: *; ? = inconclusive; · = not tested or not shown; [ ] = remark or other dose. Unless noted, the call rests on the fitted dose curve; in most records, active means well fitted curve in the direction sought with a large enough effect; inconclusive means small, poorly fitted or top-dose-only effect, or another doubt; inactive means no such curve, though single readings can be large; an effect the other way counts as inactive or inconclusive. Unless noted, on the % scale 0 is the no-effect control and ±100 the full control effect; potency means the concentration at half of the fitted maximal effect.
# The line under a structure holds: TR SRC2 fluor cs | ALDH1A1 inh | TRb-SRC2 inh | Tau fibril FP | Tau ThT inhib | L3MBTL1 block | aGal spleen mod | Tau fluor counter
- Cc1cccc(C)c1NC(=O)/C(=C/c1ccco1)c1ccccc1
    -1% | ? | -7% | -5% | -18% | · | 5% | -17%
- COc1ccc(-c2noc(CN(C(C)C)S(=O)(=O)c3ccc(Br)cc3)n2)cc1
    1% | · | -1% | -5% | -1% | · | · | -30%
- O=C(CC1C(=O)NCCN1CC(c1ccccc1)c1ccccc1)NCCc1cn[nH]c1 (stereo unspecified)
    1% | 14µM* | 0% | -3% | -9% | -13% | -3% | -6%
- O=Cc1cn(CCC(=O)O)nc1-c1cccc(Br)c1
    -3% | ? | -11% | 7% | 5% | -3% | 5% | 5%
- O=C(CCn1c(=O)[nH]c2ccsc2c1=O)NCCc1ccc(Cl)cc1
    0% | 6% | 4% | 5% | -12% | · | -3% | -20%
- COc1ccccc1C(=O)Nc1ccc2c(c1)OCCO2
    -1% | 0% | 2% | 0% | ? | 15% | -5% | -6%
- CCN1C(=C(C#N)C#N)C=Cc2cc(C)ccc21
    -1% | 5% | -4% | -6% | 10% | · | -1% | -11%
- CC1=C(C(=O)N2CCOCC2)C(c2ccccc2F)C2=C(CCCC2=O)N1 (stereo unspecified)
    -2% | ? | 6% | 11% | -1% | -6% | 10% | 7%
- Cc1ccc(OCC(=O)c2cc(C)n(C)c2C)c([N+](=O)[O-])n1
    -1%[53 µM] | -7% | 4%[53 µM] | 0% | 8% | ? | -11% | 10%
- Cc1c(C2Nc3ccccc3NC3=C2C(=O)CC(C)(C)C3)cnn1C (stereo unspecified)
    4% | -13% | 6% | -6% | -12% | -8% | -4% | -7%
- CC(C)=CCN1CCN(Cc2cnc(C)s2)CC1CCO (stereo unspecified)
    -7% | ? | -5% | -32% | -9% | 21% | -1% | -45%
- CCOc1ccc(S(=O)(=O)N(C)c2ccc(OCC(=O)NCCc3ccc(OC)cc3)cc2)cc1
    0% | · | -4% | 7% | · | · | -6% | -16%
- COc1ccccc1OCCSc1nc2ccccc2n1CC(=O)N1CCOCC1
    0% | · | 3% | -10% | -17% | · | · | -7%
- O=C(NCC1OCCc2ccccc21)c1ccc(NC(=O)c2ccc(Cl)cc2)cc1 (stereo unspecified)
    3% | 3% | -6% | -10% | -4% | 3% | 1% | -14%
- CC(C)Cc1cc(C(=O)N2CCCC(CCC(=O)N(C)CCc3ccccn3)C2)no1 (stereo unspecified)
    -4% | -4% | -5% | 0% | -4% | 61%[activator] | -16% | -10%
- COc1ccccc1OCCCCOc1ccccc1F
    -1% | 5% | -3% | -7% | -14% | 65%[activator] | 3% | -12%
- COc1ccc(NC(=O)C2=Cc3ccccc3OC2)cc1
    -3% | -6% | -2% | -2% | -20% | · | 4% | -21%
- CCCCC(NS(=O)(=O)c1ccc(OC)cc1)C(=O)O (stereo unspecified)
    0% | ? | 5% | 7% | 11% | -16% | 2% | 4%
- Cc1cc(C)cc(NC(=O)CCc2nc3ccccc3[nH]2)c1
    -2% | 8% | 2% | -5% | 0% | 2% | -13% | -1%
- O=C(CSc1nc2ccccc2c(=O)n1-c1ccc(OC(F)F)cc1)NCc1cccs1
    -1% | 2% | 7% | 6% | 1% | -13% | -1% | 2%
- O=C(Oc1c(Cl)cc(Cl)c2cccnc12)c1cccs1
    2% | ? | 2% | -3% | ? | 16% | -4% | -30%
- Cc1cc(NC(=O)C2CCCN(S(=O)(=O)c3c(C)noc3C)C2)no1 (stereo unspecified)
    0% | 11% | -17% | -4% | -9% | · | 4% | -3%
- N#Cc1cnn2c(-c3ccccc3)ccnc12
    0% | ? | -2% | 4% | 5% | · | 3% | 2%
- COc1ccc(CN2CCN(Cc3cccn3-c3ncccn3)CC2CCO)c(C)c1C (stereo unspecified)
    -1% | 10% | -4% | -4% | -2% | -19% | 0% | -3%
- CCCn1c(/N=C/c2c[nH]c3ccccc23)nc2ccccc21
    3% | ? | 2% | ? | -7% | -3% | 8% | ?
- CCOC(=O)C1CCCN(c2nc3ccccc3nc2C(C#N)C(=O)OCCOC)C1 (stereo unspecified)
    1% | -11% | 1% | -4% | -18% | -3% | 6% | -7%
- COc1ccc(N(C(C)=O)S(=O)(=O)c2cccc3cccnc23)cc1
    -2%[53 µM] | 1% | -5%[53 µM] | -4% | 3% | -1% | -12% | 6%
- Cc1ccc(NC(=O)CSC2=C(C#N)C(c3ccco3)C3=C(CC(C)(C)CC3=O)N2)cc1 (stereo unspecified)
    3% | 13µM* | 5% | ? | -11% | · | ? | ?
- C=CCn1cc(C(=O)NCc2ccc3c(c2)OCO3)c(=O)c2cc(S(=O)(=O)N(CC)CC)ccc21
    7% | -3% | 8% | -3% | -5% | -10% | -4% | -8%
- CCCn1c(SCc2nc(N)nc(N3CCCCC3)n2)nc2c1c(=O)n(C)c(=O)n2C
    -5% | 10% | 2% | -9% | -6% | -10% | 6% | -3%
- COc1ccc(CCn2c3c(c(=O)[nH]c2=O)C(NC(=O)c2ccccc2OC)(C(F)(F)F)C(=O)N3)cc1OC (stereo unspecified)
    5% | · | 7% | -7% | -3% | · | · | -13%
- COCCNc1nc(CSc2ccccc2)nc2sc(C)c(C)c12
    -2% | ? | 8% | 0% | -12% | 12% | 1% | -19%
- CCOC(=O)N1CCc2c(sc(NCc3cccc(F)c3)c2C(=O)Nc2ccc(OC)cc2OC)C1
    -5% | · | 2% | -3% | ? | · | · | ?
- O=C(N/N=C/c1cccc([N+](=O)[O-])c1)c1ccc(CN2CCOCC2)cc1
    -2% | ? | -6% | 8% | -14% | 8% | -5% | -5%
- COCCNC(=O)C1CC(=O)N(C2CCCC2)C1 (stereo unspecified)
    -2% | 11% | -15% | 2% | -6% | 2% | 10% | 3%
- CCc1ccc(NC(=O)C2CCC(CNS(=O)(=O)c3ccc4c(c3)CC(C)N4C(C)=O)CC2)cc1 (stereo unspecified)
    -1% | · | 2% | 7% | 4% | · | · | 0%
- CCN(CC)S(=O)(=O)c1ccc2c(c1)c(=O)c(C(=O)NCc1ccccc1OC)cn2C
    0% | · | -7% | -5% | -16% | · | · | -22%
- O=C(O)c1ccc2c(c1)N(Cc1ccccc1)C(=O)c1ccccc1S2=O (stereo unspecified)
    -2% | 11% | -10% | 4% | -9% | 3% | -1% | -1%
- CC(C)OC(=O)Nc1ccc(-c2ccc(NC(=O)OC(C)C)cc2Cl)c(Cl)c1
    0% | · | -1% | 0% | -11% | · | -2% | -15%
- COC(=O)CC#N
    -2% | 11% | 6% | · | · | 8% | 4% | ·
- N#C/C(=C\c1ccc(N2CCCCC2)o1)C(=O)Nc1cccc(Br)c1
    -3% | ? | -2% | -4% | ? | -15% | 1% | -9%
- COc1ccc(OC)c(CNC(=O)c2ccc3c(c2)c(C)c(C)n3C)c1
    -2% | · | 1% | 15% | ? | · | · | ?
- CCOC(=O)N1CCN(C(=S)Nc2ccccc2C)CC1
    -2% | 9% | -6% | -3% | 0% | -2% | 7% | 4%
- CCOC(=O)c1sc(NC(=O)CSc2nnnn2-c2ccc(C)cc2)c(C(=O)OCC)c1C
    0% | 10% | 4% | 7% | 3% | -7% | 4% | -6%
- Cc1ccc(-c2nc(Nc3ccccc3)n[nH]2)cc1
    0% | 2% | -1% | 14% | ? | -2%[11.4 µM] | -4% | ?
- CC(=O)c1ccc(-c2nc3c4ccccc4ccn3c2C(C)=O)o1
    1% | ? | -3% | -1% | -7% | 1% | 3% | 2%
- CCOC(=O)c1sc2ccccc2c1S(=O)(=O)N1CCN(c2ccccc2F)CC1
    -1% | · | -1% | ? | -4% | · | · | -13%
- COc1ccc(NC2(c3ccccc3)OC(=O)c3ccccc32)cc1 (stereo unspecified)
    -2% | -11% | 5% | 0% | -3% | · | -4% | 0%
- COc1ccccc1N1CCN(C(=O)c2cc3c(=O)n(C)c4ccccc4c3s2)CC1
    1% | · | 3% | 6% | ? | · | · | -14%
- CC(C)(C)NS(=O)(=O)c1ccc(CCC(=O)Nc2ccc3c(c2)OCO3)cc1
    -1% | 0.18µM* | -8% | 11% | -14% | · | 8% | -19%
- Cc1cccc(C)c1NC(=O)NC1CC2CCC(C1)N2Cc1cccs1 (stereo unspecified)
    -1% | -18% | 11% | 0% | -1% | 1% | -1% | -2%
- O=C(NC1CC1)c1ccc(CN(c2ccccc2)S(=O)(=O)c2ccccc2)cc1
    -1% | 2% | -3% | 5% | -10% | -2%[11.4 µM] | 0% | -14%
- COC(=O)c1ccccc1NC(=O)CSc1nc(=O)cc(N)n1-c1ccccc1
    -2% | · | -4% | 1% | ? | · | · | -13%
- COc1ccc(CN2c3cc(S(=O)(=O)N4CCOCC4)ccc3N3CCCC32)cc1 (stereo unspecified)
    1% | ? | 5% | -2% | -8% | · | -16% | -4%
- O=C(Cn1ncc2c(=O)oc3ccccc3c21)NCC1CCCO1 (stereo unspecified)
    -1% | 8% | 7% | 0% | -3% | 8% | 1% | -5%

# Profiles from above. Values in the order: TR SRC2 fluor cs | ALDH1A1 inh | TRb-SRC2 inh | Tau fibril FP | Tau ThT inhib | L3MBTL1 block | aGal spleen mod | Tau fluor counter
# CCOC(=O)c1sc2ccccc2c1S(=O)(=O)N1CCN(c2ccccc2F)CC1 across the screens: -1% | · | -1% | ? | -4% | · | · | -13%
# CCOC(=O)c1sc(NC(=O)CSc2nnnn2-c2ccc(C)cc2)c(C(=O)OCC)c1C across the screens: 0% | 10% | 4% | 7% | 3% | -7% | 4% | -6%
# Cc1ccc(-c2nc(Nc3ccccc3)n[nH]2)cc1 across the screens: 0% | 2% | -1% | 14% | ? | -2%[11.4 µM] | -4% | ?
